Screens as filed in PubChem BioAssay.
EPAC2 antag = qHTS for Antagonist of cAMP-regulated guanine nucleotide exchange factor 2 (EPAC2): primary screen. EPAC2 GEF exchange of Rap1B-BODIPY-GDP, fluorescence. Potency, µM (series often up to 114 µM), inactives show top-dose activity, negative = inhibition, actives largely listed as inhibitors. actives 0.18% (n = 360,000). AID 720708, 2013; further: potency means the concentration at half of the fitted maximal effect; on the % scale 0 is the no-effect control and ±100 the full control effect; nearly all actives have a fitted effect of over 45% in size; many of its hits are not listed in these tables
EPAC1 antag = qHTS for Antagonist of cAMP-regulated guanine nucleotide exchange factor 3 (EPAC1): primary screen | Rap guanine nucleotide exchange factor 3 (Homo sapiens), O95398 | EPAC1 GEF assay, Rap1b-BODIPY-GDP exchange fluorescence | Potency, µM (highest dose often 115 µM), inactives show at the highest dose activity change, negative = inhibition, usual class: inhibitors | actives 0.14% (n = 360,000);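 further: potency means the concentration at half of the fitted maximal effect; plate controls were vehicle for no effect and positive control for full effect; nearly all actives have a fitted effect of over 50% in size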
Target sequence (O95398 whole entry, looked up): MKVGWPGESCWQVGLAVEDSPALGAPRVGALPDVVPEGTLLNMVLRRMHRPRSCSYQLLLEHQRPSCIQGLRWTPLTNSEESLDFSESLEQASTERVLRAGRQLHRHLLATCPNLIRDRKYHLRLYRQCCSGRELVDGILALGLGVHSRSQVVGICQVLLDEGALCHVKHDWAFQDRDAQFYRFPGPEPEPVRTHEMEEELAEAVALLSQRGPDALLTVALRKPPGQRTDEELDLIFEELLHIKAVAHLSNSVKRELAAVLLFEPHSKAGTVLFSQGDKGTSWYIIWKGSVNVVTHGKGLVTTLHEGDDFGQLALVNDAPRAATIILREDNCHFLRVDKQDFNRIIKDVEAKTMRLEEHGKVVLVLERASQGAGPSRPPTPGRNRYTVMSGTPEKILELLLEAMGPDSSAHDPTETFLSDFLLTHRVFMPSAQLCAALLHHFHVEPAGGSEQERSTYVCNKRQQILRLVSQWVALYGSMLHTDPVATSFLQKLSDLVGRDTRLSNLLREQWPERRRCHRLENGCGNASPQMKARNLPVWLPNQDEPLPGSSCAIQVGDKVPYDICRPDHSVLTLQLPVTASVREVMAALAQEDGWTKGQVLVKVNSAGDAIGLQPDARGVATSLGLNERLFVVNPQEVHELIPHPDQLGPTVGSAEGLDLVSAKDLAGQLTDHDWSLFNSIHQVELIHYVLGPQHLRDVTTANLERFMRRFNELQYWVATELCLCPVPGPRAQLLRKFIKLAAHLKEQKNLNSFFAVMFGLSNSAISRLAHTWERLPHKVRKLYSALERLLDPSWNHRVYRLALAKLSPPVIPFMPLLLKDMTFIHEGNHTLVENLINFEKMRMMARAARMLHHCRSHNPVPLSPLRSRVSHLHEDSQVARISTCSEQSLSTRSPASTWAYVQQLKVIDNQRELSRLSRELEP
EPAC1 ag = qHTS for Agonist of cAMP-regulated guanine nucleotide exchange factor 3 (EPAC1): primary screen; EPAC1 agonist qHTS, biochemical assay; response scale: 100% = response to 6.5 mM cAMP; AID 720707, 2013; actives 0.073% (n = 360,000); Potency, µM (doses to about 154 µM), without a hit: at the top dose activation, usual class: activators; further: potency means the concentration at half of the fitted maximal effect; nearly all actives have a fitted effect of over 60% in size
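EPAC1 100 nM, Rap1B–BODIPY-GDP 250 nM, unlabeled GDP 50 uM; compound titration; 5 min RT; kinetic read ex480/em540 at 5-min intervals ×30 min; data normalized to 6.5 mM cAMP agonist control.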
CCT chaperon mod = High-Throughput Screening for Modulators of Cytosolic Chaperonin Activity; purified chaperonin ATPase assay, HTRF ADP detection, 30 min; activity change, % (no concentration beside the values), hits read low; actives 0.3% (n = 360,000); AID 651819, 2012; in the data active means activity change below about -30%; further: on the % scale 0 is the no-effect control and ±100 the full control effect
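TRiC at 40 or 20 nM final (batch-dependent) in 30 mM Tris pH 7.4, 100 mM KCl, 5 mM MgCl2, 1 mM DTT, with compound at single 76 uM and 10 uM ATP, 30 min at 37 deg C. ADP detected by HTRF Transcreener, 665/615 ratio.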
MmCpn inh = Inhibitors of TCP-1 ring complex (TRiC) of Methanococcus maripaludis (MmCpn): qHTS | Chaperonin Mm-Cpn (Methanococcus maripaludis) | AID 504842, 2011 | actives 0.031% (n = 330,000) | purified Mm-Cpn ATPase, ADP Transcreener TR-FRET | Potency, µM (titrated, usually from 76.9 µM), inactives show top-dose activity, negative = inhibition, hits mostly inhibitors; further: potency means the concentration at half of the fitted maximal effect; on the % scale 0 is the no-effect control and ±100 the full control effect; nearly all actives have a fitted effect of over 80% in size
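Quantitative HTS used 25 nM Mm-CPN and 10 uM ATP in magnesium/KCl Tris buffer, pH 7.4, with 1 mM DTT. Hydrolysis ran 30 min at 37°C; ADP was read by HTRF.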
PLK1 PBD inh = qHTS for Inhibitors of PLK1-PDB (polo-like kinase 1 - polo-box domain): Primary Screen | Serine/threonine-protein kinase PLK1 (Homo sapiens), P53350 | Potency, µM, for inactives: max response, negative = inhibition, most hits filed as inhibitors | Plk1 PBD binding of FITC phosphopeptide, fluorescence polarization | actives 2.8% (n = 360,000); further: potency means the concentration at half of the fitted maximal effect; series mostly up to about 57 µM; on the % scale 0 is the no-effect control and ±100 the full control effect; nearly all actives have a fitted effect of over 65% in size
WRN inhibitor = qHTS for Inhibitors of WRN Helicase; Bifunctional 3'-5' exonuclease/ATP-dependent helicase WRN (Homo sapiens), Q14191; WRN helicase unwinding, fluorescent forked duplex, kinetic; Potency, µM (doses to about 114 µM), for the others: top-dose activity change, negative = inhibition, most hits filed as inhibitors; actives 0.46% (n = 360,000); AID 651768, 2012; further: potency means the concentration at half of the fitted maximal effect; on the % scale 0 is the no-effect control and ±100 the full control effect; nearly all actives have a fitted effect of over 55% in size
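Fluorescence dequenching readout, ex 525 nm/em 598 nm, kinetic mode: forked duplex DNA (100 nM final) with adjacent fluorophore and quencher unwound by WRN (20 nM final) with 2 mM ATP. Compound preincubation 15 min, room temperature.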
PI5P4Ka inh = qHTS for Inhibitors of phosphatidylinositol 5-phosphate 4-kinase (PI5P4K) | max response, % | Phosphatidylinositol 5-phosphate 4-kinase type-2 alpha (Homo sapiens), P48426 | AID 652105, 2013 | PI5P4Kalpha enzyme, ADP-Glo luminescence, 60 min; stronger effect = lower value | actives 1.2% (n = 330,000); active means max response of -50% or lower; inconclusive means between -30% and -50%; inactive means -30% or higher; further: value at the top dose of about 77 µM; on the % scale 0 is the no-effect control and ±100 the full control effect
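Quantitative HTS of the MLSMR library against PI5P4Kalpha with substrate. ATP added last at 5 microM final; room temperature, 60 minutes. Remaining ATP depleted, ADP converted and read as luminescence.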
* hit, by the source's call; ? = inconclusive; / = not tested or not shown; & = joins results of further samples; [ ] = remark or other dose. Unless noted, the call rests on the fitted dose curve; in most records, active means well fitted curve in the direction sought with a large enough effect; inconclusive means small, poorly fitted or top-dose-only effect, or another doubt; inactive means no such curve, though single readings can be large; an effect the other way counts as inactive or inconclusive. This is a subset (hit frequency here may not be typical).

SMILES	EPAC2 antag	EPAC1 antag	EPAC1 ag	PLK1 PBD inh	WRN inhibitor	PI5P4Ka inh	CCT chaperon mod	MmCpn inh
CCN(CC(=O)NCc1ccc(F)cc1)C(=O)c1cccnc1SC	?	13%	7%	-2%	3%	7	1.2	1%
O=c1oc2ccccc2c(Nc2ccc3ccccc3c2)c1[N+](=O)[O-]	8%	-20%	-11%	-8%	-9%	-7	1.7	-2%
Nc1nc(SCC(=O)c2ccc(Oc3ccccc3)cc2)n[nH]1	0%	6%	13%	-27%	-8%	/	-15	0%
O=C(CSc1n[nH]c(-c2ccccn2)n1)Nc1ccccc1	1%	0%	-4%	-4%	-1%	0	-1.9	-16%
CC(C(=O)Nc1ccccc1C(=O)N1CCCC1)n1nnc2ccccc21 (configuration not stated)	16%	9%	-6%	-22%	-2%	/	-1.9	1%
CCOC(=O)C1=C(C)NC(=O)NC1c1cccc(O)c1 (configuration not stated)	10%	9%	-3%	-4%	4%	/	-1.6	/
COc1ccc(CC(=O)NNC(=S)Nc2ccc(Br)cc2)cc1	9%	6%	-2%	1%	6%	2	0.9	1%
Clc1ccc(-c2ccc(SCc3ccccn3)nn2)cc1	4%	-13%	12%	-9%	0%	/	0.5	-21%
Cc1oc2ccccc2c1CNC(=O)N(C)C	3%	4%	0%	3%	-10%	-5	-2.8	0%
c1csc(CNc2ccn3nc(-c4ccc(OCCN5CCOCC5)cc4)cc3n2)c1	0%	-12%	-6%	4%	-13%	26	2.8	/
CC1(C(=O)c2ccccc2)C2c3c(ccc4ccccc34)OC(=O)C21C(=O)N1CCOCC1 (configuration not stated)	-14%[57.1 µM]	5%	11%	3%	-3%	-2	0.7	0%
Cc1cccc(CNc2ccc(C(CC(N)=O)NC(=O)Cc3cccc4ccccc34)cc2[N+](=O)[O-])c1 (configuration not stated)	1%	-22%	-19%	4%	2%	-3	1.9	-1%
Cc1ccccc1N(C(=O)Cc1cccs1)C(C(=O)NCC1CCCO1)c1cccnc1 (configuration not stated)	8%	12%	-8%	-3%	1%	/	-1.9	-7%
CN(C(=O)c1ccc(S(=O)(=O)N(C)C)cc1)c1ccc2ccccc2c1	-2%	10%	9%	-9%	-6%	-3	1.1	0%
NC(=O)c1ccccc1NC(=O)c1ccccc1F	6%	-7%	-2%	-16%	7%	62	-3.3	-1%
Cc1cccc(C)c1C(O)c1ncc(-c2ccc(Cl)cc2)[nH]1 (configuration not stated)	6%	2%	6%	-3%	-1%	6	-2.2	/
N/C(=N\OC(=O)/C=C/c1ccccc1)c1ccccn1	10%	-15%	-8%	0%	1%	-8	1.9	-3%
CC1(C)N=C(SCC(=O)Nc2ccc(Cl)cc2)C(c2ccccc2)=N1	5%	0%	12%	-10%	-3%	12	-0.7	-11%
CCSc1nc(C(F)(F)F)cc(=O)n1-c1ccccc1	-14%	6%	-4%	-7%	-3%	-5	2.0	0%
CC(C)(C)N(C=C(Cl)Cl)C(=O)NC1CCCCC1	14%	-1%	-5%	-4%	4%	1	-0.2	1%
O=C(N/N=C/c1ccc2c(c1)OCO2)c1ccc2c(c1)OCO2	-5%	-14%	-5%	-15%	-2%	-8	-0.4	-6%
CCCn1c(=O)c2c(nc3n2CCS3)n(C)c1=O	1%	9%	-2%	1%	4%	-1	-0.2	0%
CC1(C)C(=O)N(c2ccccc2)C(=O)c2ccccc21	-1%	-25%	-13%	-12%	4%	2	-1.5	/
CC(=O)c1cccc(NC(=O)c2ccc([N+](=O)[O-])o2)c1	3%	-20%	4%	-12%	-1%[11.6 µM]	2	-0.8	/
Cc1ccc(OCC(O)Cn2nc(C)cc2C)cc1 (configuration not stated)	-14%	9%	-1%	-7%	-3%	-2	-0.1	2%
Cc1ccc(S(=O)(=O)NCCC(=O)NC2CCCCC2)cc1	7%	9%	-4%	3%	-8%	14	-1.4	0%
Cc1ccc(Cc2c(-c3ccc(C)cc3)nc3c(Cl)cc(C(F)(F)F)cn23)cc1	10%	2%	-13%	6%	-6%	5	1.8	/
COCC(=O)N1CCC(Oc2ccc(C(=O)NC3CCOC(C)(C)C3)cc2)CC1 (configuration not stated)	-5%	-17%	5%	-11%	-35%	-2	1.7	1%
COc1ccc(OC)c(/C=N/NC(=O)c2cc3c(OC)cc(OC)cc3[nH]2)c1	-14%	?	3%	0%	-35%	-1	-1.2	-2%
O=C(CCSCCC(=O)Nc1c(F)c(F)c(F)c(F)c1F)Nc1c(F)c(F)c(F)c(F)c1F	-9%	-21%	-17%	4%	-8%	2	1.4	-1%
Cc1ccccc1OCC(=O)Nc1ccc(S(=O)(=O)N2CCOCC2)cc1	-11%	-6%	11%	-9%	4%	-3	-2.5	-2%
CCN1C(=NCc2cc(OC)c(OC)c(OC)c2)N[C@@H](c2ccccc2)C(C(=O)OC)=C1C	4%	11%	0%	24µM*	5%	1	1.1	0%&-14%
CCN(CC(=O)NCc1ccc(Cl)cc1)C(=O)c1cccc(S(=O)(=O)Nc2ccc(OC)cc2)c1	-6%	1%	0%	-2%	-3%	0	0.9	0%
O=C(c1ccc(S(=O)(=O)Cc2ccccc2F)c([N+](=O)[O-])c1)N1CCCCCC1	-2%	3%	7%	-2%	-21%	1	0.6	-3%
Cc1ccc(S(=O)(=O)N2CCCN(S(=O)(=O)c3ccc4c(c3)OCCO4)CC2)cc1	-6%	-13%	3%	4%	-4%	/	0.1	1%
Cc1ccc(OCC(=O)N2CCN(C(=O)c3cccc(F)c3)CC2)cc1	7%	1%	-3%	-5%	2%	4	-0.4	1%
CCOc1ccc(S(=O)(=O)N2CCCC(C(=O)N3CCC(C(N)=O)CC3)C2)cc1Cl (configuration not stated)	-4%	-6%	3%	-18%	7%	-4	-2.0	0%
N#C/C(=C/c1ccc(O)cc1)C(=O)NCc1ccc(Cl)cc1	-5%	-10%	4%	-8%	-8%	2	2.5	-1%
N#CC(C(=O)NC1CCCCC1)=C1CCCCCC1	21%	13%	-3%	-1%	3%	8	1.4	0%
C(=N\Nc1nc(N2CCOCC2)nc(N2CCOCC2)n1)/c1cccnc1	8%	1%	-3%	-3%	0%	/	4.6	3%

Record cards (already shown).
Cc1ccc(S(=O)(=O)NCCC(=O)NC2CCCCC2)cc1 is listed with EPAC2 antag = 7%; EPAC1 antag = 9%; EPAC1 ag = -4%; PLK1 PBD inh = 3%; WRN inhibitor = -8%; PI5P4Ka inh = 14; CCT chaperon mod = -1.4; MmCpn inh = 0%
C(=N\Nc1nc(N2CCOCC2)nc(N2CCOCC2)n1)/c1cccnc1 is listed with EPAC2 antag = 8%; EPAC1 antag = 1%; EPAC1 ag = -3%; PLK1 PBD inh = -3%; WRN inhibitor = 0%; PI5P4Ka inh = /; CCT chaperon mod = 4.6; MmCpn inh = 3%

(more compounds)
SMILES	EPAC2 antag	EPAC1 antag	EPAC1 ag	PLK1 PBD inh	WRN inhibitor	PI5P4Ka inh	CCT chaperon mod	MmCpn inh
Cc1ccccc1CNc1ccc(C(CC(N)=O)NC(=O)c2ccc(Br)cc2)cc1[N+](=O)[O-] (configuration not stated)	-1%	-26%	-22%	-4%	-1%	-9	-0.9	-1%
CCn1c(COc2ccc3c(c2)OCO3)nnc1SCC(=O)O	-2%	-20%	6%	-9%	1%	-18	0.2	3%
Cc1[nH]c2ccccc2c1C(=O)C(=O)NC1CC1	5%	-15%	13%	3%	6%	1	-1.6	2%
O=C(O)c1ccccc1C(=O)c1ccc2c(c1)N(Cc1cccc(F)c1)C(=O)CO2	3%	6%	-12%	3%	-2%	4	-3.8	0%
O=C1NCCn2nc3ccccc3c21	0%	-14%	9%	-9%	0%	2	-4.3	-1%
O=C(CNC(=O)c1cccs1)N/N=C/c1ccco1	26%	0%	-3%	-2%	6%	0	-1.7	2%
O=C(Cn1cnc2c(nnn2-c2ccccc2)c1=O)NCC1CCCO1 (configuration not stated)	7%	-21%	-7%	-5%	-17%	8	0.7	-1%
COc1ccc(-c2csc(NC(=O)c3ccccc3S(C)(=O)=O)n2)cc1	0%	-12%	11%	-17%	2%	-1	-4.1	1%
CC1=NN(C(N)=S)C(=O)C1N=Nc1c(C)n(C)n(-c2ccccc2)c1=O (configuration not stated)	1%	-12%	-2%	-2%	4%[11.6 µM]	-17	-2.5	/
O=C(CCC(=O)OCC(=O)c1ccc(Cl)cc1Cl)Nc1cccc2cccnc12	0%	-5%	-3%	-3%	10%	-1	-1.0	6%
CCO[C@@H]1OC(C(=O)N2CCOCC2)=C[C@H](C2CCCCC2)[C@H]1CCCO	11%	-26%	12%	-5%	-3%	17	1.7	/
CC(=Nc1ccccc1)C1=C(O)COC1=O	3%	-2%	5%	2%	-3%	/	1.0	0%
COc1ccccc1S(=O)(=O)CC(O)COc1ccc(F)cc1Cl (configuration not stated)	2%	-2%	1%	-8%	8%	-7	-2.5	0%
CC(=O)OC1COC(n2ccc3ccccc32)C(OC(C)=O)C1OC(C)=O (configuration not stated)	7%	2%	1%	-9%	-2%	2	-0.3	-1%
COC(=O)c1cn(-c2ccccc2)nc1-c1ccc(OC)cc1	-7%	-19%	2%	-1%	-8%	14	-1.0	2%
COCCN(C(=O)c1ccccc1OC1CCN(S(C)(=O)=O)CC1)C(C)C	0%	-7%	3%	0%	-6%	6	0.8	1%
